PfHsp40 rescue: rescue of yeast from PfHsp40 toxicity, primary screen, S. cerevisiae, ATP luminescence; S. cerevisiae expressing PfHsp40, growth rescue; growth rescue, % at 12.5 µM; actives 0.68% (n = 340,000); AID 504582, 2011; in the data active = growth rescue above about 28%, passing the limit was not always enough; inconclusive = no clear call, values can overlap the other calls;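 note: yeast W303a lacking pdr1 and pdr3 grown in galactose medium; growth measured after three days at 30 °C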
Vc quorum ag: inducers of Vibrio cholerae quorum light production without autoinducers, primary screen, BH1578 luxS cqsA deficient, single point. V. cholerae BH1578 lux reporter, luminescence, 6 h. activation, % at 18.7 µM. actives 0.16% (n = 350,000). AID 588436, 2011; in the data active = activation mostly above about 9.7%, no sharp cut-off; inconclusive = no clear call, values can overlap the other calls; inactive = mostly below about 3.7%; note: not every result past the cut was called active; inactives centre near 0; reference of the scale not given here
DUSP3 inh: VHR1 phosphatase inhibitors, primary screen, biochemical, absorbance, uHTS | Dual specificity protein phosphatase 3 (Homo sapiens), P51452 | recombinant VHR phosphatase, pNPP absorbance | inhibition, % at 13.3 µM | actives 0.52% (n = 290,000) | AID 1654, 2009; in the data active = inhibition above about 50%; note: some compounds called inactive have numbers as strong as hits
Target sequence (P51452 whole entry, looked up): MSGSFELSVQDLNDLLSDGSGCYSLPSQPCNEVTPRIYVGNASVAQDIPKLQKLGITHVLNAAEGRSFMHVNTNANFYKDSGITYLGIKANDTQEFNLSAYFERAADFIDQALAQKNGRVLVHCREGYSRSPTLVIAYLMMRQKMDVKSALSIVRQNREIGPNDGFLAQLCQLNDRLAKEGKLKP
Yp Topo-I inh: Yersinia pestis topoisomerase I inhibitors, primary screen, biochemical, cleavage product accumulation, plate reader, single point; AID 504884, 2011; Y. pestis Topo-I cleavage product accumulation; DNA topoisomerase I (Yersinia pestis CO92); actives 0.064% (n = 360,000); activity, % at 10 µM; in the data active = activity above about 50%, passing the limit was not always enough; inconclusive = no clear call, values can overlap the other calls; note: inactives centre near 2
SSB-PriA inh: inhibitors of Klebsiella pneumoniae PriA binding to SSB C-terminal tail, primary screen, biochemical, AlphaScreen; actives 0.6% (n = 430,000); inhibition, % at 33 µM; AID 1272365, 2023; AlphaScreen SSBct-PriA binding, biotinylated peptide; PriA–SSB C-terminal tail interaction (Klebsiella pneumoniae); in the data active = inhibition mostly above about 37%, no sharp cut-off; inactive = mostly below about 20%;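 note: plate controls were negative control peptide for no effect and reference peptide for full effect; strong numbers were not always called active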
Rv3671c protease: Rv3671c serine protease inhibitors, primary screen, biochemical, fluorescence polarization, M. tuberculosis H37Rv. actives 0.048% (n = 320,000). inhibition, % at 5.96 µM; in the data active = inhibition above about 38%;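 note: extracellular domain of Rv3671c used as enzyme; 0% = enzyme with DMSO and 100% = no enzyme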
Target sequence (P9WHR9 whole entry, looked up, the tested form may be a part): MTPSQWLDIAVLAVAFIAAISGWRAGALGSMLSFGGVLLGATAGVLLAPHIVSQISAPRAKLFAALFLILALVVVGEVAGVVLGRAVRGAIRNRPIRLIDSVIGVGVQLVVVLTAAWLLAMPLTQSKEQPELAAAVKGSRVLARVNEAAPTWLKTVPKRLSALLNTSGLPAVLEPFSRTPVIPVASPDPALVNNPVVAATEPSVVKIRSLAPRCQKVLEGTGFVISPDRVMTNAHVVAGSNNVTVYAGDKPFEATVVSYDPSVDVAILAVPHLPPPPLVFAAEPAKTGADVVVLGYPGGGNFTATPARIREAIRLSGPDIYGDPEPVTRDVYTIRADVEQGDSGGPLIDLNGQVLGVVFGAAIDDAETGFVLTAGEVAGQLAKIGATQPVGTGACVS
TcdB GH inh: TcdB glycohydrolase inhibitors, primary screen, biochemical, single point, plate reader; AID 652162, 2013; inhibition, % at 9.99 µM; TcdB glycohydrolase enzymatic assay; actives 0.24% (n = 350,000); in the data active = inhibition above about 10%
SARS 3CLpro inh: SARS-CoV 3CLpro protease inhibitors, primary screen, biochemical, quenched FRET | Replicase polyprotein 1ab (Severe acute respiratory syndrome coronavirus), P0C6X7 | recombinant SARS-CoV 3CLpro, quenched FRET peptide cleavage | inhibition, % at 6 µM | actives 0.14% (n = 290,000) | AID 1706, 2009; in the data active = inhibition above about 12%
MazF activator: activators of E. coli MazEF toxin-antitoxin RNase, primary screen, biochemical, fluorescence, uHTS | AID 504720, 2011 | FAM/BHQ RNA-DNA oligo cleavage fluorescence, 5 h | actives 0.32% (n = 350,000) | activation, % at 20 µM; in the data active = activation above about 50%
Target sequence (P0AE70 whole entry, looked up): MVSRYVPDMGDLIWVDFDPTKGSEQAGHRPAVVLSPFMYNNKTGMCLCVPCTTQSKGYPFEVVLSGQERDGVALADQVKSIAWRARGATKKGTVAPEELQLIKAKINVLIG
Anthrax LF prot: Bacillus anthracis LF protease inhibitors, primary screen, biochemical, multiplex microsphere, MLPCN library | Lethal factor (Bacillus anthracis), P15917 | multiplex microsphere protease cleavage assay | inhibition, % at 10 µM | actives 0.12% (n = 360,000) | AID 588501, 2011; in the data active = inhibition above about 30%; inconclusive = no clear call, values can overlap the other calls; note: plate controls were buffer without enzyme for full effect and enzyme alone for no effect
The depositor's hits bear a star; i = inactive; ? = inconclusive; . = no result given; & = joins results of further samples.

SMILES	PfHsp40 rescue	Vc quorum ag	DUSP3 inh	Yp Topo-I inh	SSB-PriA inh	Rv3671c protease	TcdB GH inh	SARS 3CLpro inh	MazF activator	Anthrax LF prot
Oc1cccc2c(NC(=S)Nc3ccc(SC(F)F)cc3)cccc12	-0.8	-0.2	2	-21	48*	1	1.1	3	19	-2
COc1ccc(C2C(C(=O)c3ccc(C)o3)=C(O)C(=O)N2CC2CCCO2)cc1OC (stereo unspecified)	1.4	-1.6	7	5	-10	-2	0.5	0	4	1
Cc1cc(C)nc(SCc2ccc(C(=O)N/N=C/c3ccc(C(=O)O)cc3)cc2)n1	-0.2	-0.4	20	8	.	2	1.0	1	5	1
Cc1ccc(NC(=O)CSCC(=O)OC(C)C(=O)Nc2ccccc2C)cc1 (stereo unspecified)	-2.6	-0.9	.	5	4	.	1.4	.	-9	-3
COc1ccc(Nc2cc(C)nc3ncnn23)cc1Cl	-1.1	-2.1	16	0	-3	-6	0.9	-3	-38	-1
CC(NS(=O)(=O)c1ccc([N+](=O)[O-])cc1)C(=O)NN (stereo unspecified)	-0.1	-0.9	15	2	-4	7	0.3	2	2	-2
CCOc1cc(/C=N/NC(=O)CN2CCCCC2)ccc1O	0.3	-0.6	25	2	.	0	9.9	-2	10	.
Cc1cc(NS(=O)(=O)c2ccc(NC(=O)Cc3cccs3)cc2)no1	-1.1	-2.7	18	-5	-1	-5	0.4	0	-3	-9
COc1ccc(C(=O)C2CCCN(C(=O)c3cccnc3OC)C2)cc1F (stereo unspecified)	2.3	i	3	4	-5	-7	0.0	-1	-1	1
S=P(N1CCOCC1)(N1CC1)N1CC1	0.2	.	.	-7	-3	.	0.1	.	1	-1
CC[N+](CC)(CCCCS(=O)(=O)[O-])CCNP1(=O)C=C(c2ccccc2)OC(c2ccccc2)=C1	-2.0	0.0	45	3	-24	-3	1.0	4	9	-3
COCCCNC(=O)c1ccc2c(=O)n(Cc3ccccc3OC)c(=S)[nH]c2c1	-1.1	-1.0	5	-3	-5	-5	1.4	0	-7	1
COc1ccccc1/C=C/C=N/NC(=O)c1ccncc1	-0.9	-0.2	5	-6	.	-7	0.6	-8	6	1
CC(C)[C@@H]1CC[C@@H](C)C[C@H]1O	.	-0.3	.	-2	.	.	-0.1	.	.	-5
CCc1ccc(NC(=O)C2CCN(S(=O)(=O)c3cccs3)CC2)cc1	2.3	-0.3	20	11	-2	0	2.4	5	-13	0
CCN(C(=O)COC(=O)c1ccccc1NCc1ccco1)c1c(N)n(Cc2ccccc2)c(=O)[nH]c1=O	-0.8	-0.9	.	7	7	.	1.3	.	1	6
CCOc1ccc(NC(=O)CSC2=NN3CCCC(=O)N=C3S2)cc1	-0.6	i	33	-2	-9	-1	2.6	-16	3	2
CC(=O)N(c1ccccc1)c1nc(/C=C/C(=O)O)cs1	-0.9	-0.1	14	-17	-14	-6	-0.9	2	6	-4
CC(=O)N1CCN(S(=O)(=O)c2cccc(C(=O)NNC(=O)c3ccc(Br)cc3)c2)CC1	-1.4	-5.9	.	4	2	.	0.4	.	2	-2
Cc1ccc(-n2c(O)c(C=NCc3cccnc3)c(=O)[nH]c2=O)cc1C	-0.6	.	11	-4	-15	-2	0.5	-2	2	-2
C[C@H](O)[C@@H]1C(=O)N2CCc3c([nH]c4ccccc34)[C@@H]2C[C@@H]1N(C)C(=O)Nc1ccccc1	.	-0.2	.	5	.	.	0.5	.	-21	6
Cc1nn(-c2ccccc2)c2c1C(c1cccc([N+](=O)[O-])c1)N(c1ccccc1)C(=O)N2 (stereo unspecified)	-0.4	i	8	-5	7	-11	.	4	3	0
CCc1c(C)nc(N)n2c(SCC(=O)Nc3ccccc3OC)nnc12	-0.9	-0.2	22	5	-2	-6	-1.2	3	6	0
CCOc1ncccc1C(=O)N1CCN(S(=O)(=O)c2ccc3ccccc3c2)CC1	-0.4	i	21	13	4	-10	-1.2	-2	-12	-4
C=CCN1CC(C)/C(=N\O)CC1C (stereo unspecified)	-1.0	-0.2	21	1	.	8	-0.3	0	-2	-8
Cn1cccc1C(=O)OCc1cc(Cl)cc2c1OCOC2	3.8	-0.2	14	1	-5	-9	.	8	-10	-3
O=C(c1cc(O)c(O)c([N+](=O)[O-])c1)c1ccccc1F	2.9	i	.	-5	-12	11	3.0	.	7	2
COc1ccc(C(=O)CSc2nc3nn(-c4ccccc4)c(=O)c-3c3n2CCCCC3)c(OC)c1	.	i	.	16	.	.	-0.7	.	12	-3
O=c1c2ccccc2nc(SCc2cc([N+](=O)[O-])cc3c2OCOC3)n1-c1ccccc1	0.5	-0.3	3	0	3	-9	.	-11	-14	0
COc1ccc(CCNC(=O)C2CCC(CNS(=O)(=O)c3ccc(F)cc3)CC2)cc1OC (stereo unspecified)	0.2	i	24	3	-7	0	1.4	1	5	2
O=P(c1ccccc1)(c1nc2ccccc2s1)N1CCOCC1 (stereo unspecified)	-0.7	-0.7	40	5	-14	2	.	-4	-12	?
CCn1c(=O)c(C(=O)NCc2ccc(Cl)cc2)c(O)c2ccccc21	-0.7	i	9	11	-3	.	0.3	0	7	4
CCO[C@@H]1OC(C(=O)NC2CC2)=C[C@H](C(C)(C)C)[C@H]1CCCO	-0.7	0.3	11	-14	1	-4	0.8	.	2	5
Cc1ccccc1OCC(=O)NNC(=O)Cn1[nH]c(=O)c2ccccc2c1=O	-0.8	i	.	3	0	-4	0.5	.	2	8
Cc1cc(C(F)(F)F)n(-c2nc(C(=O)O)cs2)n1	0.7	-0.1	7	4	-5	1	0.5	-8	8	2
COc1ccc(N(CC(=O)NCCSCc2ccco2)S(=O)(=O)c2ccccc2)cc1OC	-0.2	-0.4	-3	25	-3	-3	0.3	7	-13	-7
Cc1c(NC(=O)CSc2ccccn2)c(=O)n(-c2ccccc2)n1C	-0.4	i	-25	3	1	2	.	0	1	-1
CNc1nc(NCCCN2CCCC2=O)c2sccc2n1	.	i	.	-4	.	.	-1.1	.	.	4
Cc1nnc(NC(=O)CSc2nccn2-c2cccc(C)c2C)s1	-1.0	-0.2	42	15	-6	2	0.3	-6	3	-3
CCOC(=O)c1cnc2c(cnn2C)c1NCc1ccc(OC)cc1	-1.8	i	9	-1	-16	-1	1.6	-5	-9	-7
Cc1cccc2sc(NC(=O)CN3C(=O)c4ccccc4C3=O)nc12	0.0	-0.4	5	3	-11	2	0.8	-2	-1	0
Cc1ccc(NC(=O)C2CC(=O)NC(N3CCc4ccccc43)=N2)cc1 (stereo unspecified)	0.3	-17	2	-8	-1	2	.	1	-2	3
CCOc1ccc(NC(=O)[C@@H](NC(=O)c2ccccc2)[C@@H](C)CC)cc1	1.0	1.1	19	-3	6	5	.	-4	-1	-4
CCCCOc1ccccc1NC(=O)Cn1c(-c2nonc2N)nc2ccccc21	0.7	4.8	-1	3	-4	-13	.	0	-12	-2
Nc1nc2n(n1)C(=O)CC(c1ccc(Cl)cc1)N2 (stereo unspecified)	-0.4	i	9	1	1	6	0.8	-1	4	0
COc1ccc(NC2=C(Cl)C(=O)N(CCc3ccccc3)C2=O)c(OC)c1	3.8	-0.7	-4	34	35	0	.	4	-1	-3
O=C1NC(=S)NC(=O)C1Nc1ccc(Cl)cc1	-0.3	-4.3	.	3	-5	.	0.8	.	-18	-6
CC(c1nccs1)N(C)C(=O)c1ccc(OC2CCN(CCc3ccccc3)CC2)cc1 (stereo unspecified)	1.1	-0.6	41	30	-2	-3	1.4	-1	1	-1
CC(C)(C)c1cc(NCCCn2ccnc2)n2ncc(-c3ccccc3)c2n1	0.4	-0.4	33	5	-6&-7	7	1.7	-3	20	.
Cc1ccccc1NC(=O)c1ccc(Cn2cc([N+](=O)[O-])cn2)o1	0.8	-0.2	34	1	-4	-6	0.8	-3	5	0

A second format for some results above:
Compound,PfHsp40 rescue,Vc quorum ag,DUSP3 inh,Yp Topo-I inh,SSB-PriA inh,Rv3671c protease,TcdB GH inh,SARS 3CLpro inh,MazF activator,Anthrax LF prot
COc1ccc(NC2=C(Cl)C(=O)N(CCc3ccccc3)C2=O)c(OC)c1,3.8,-0.7,-4,34,35,0,.,4,-1,-3
O=C1NC(=S)NC(=O)C1Nc1ccc(Cl)cc1,-0.3,-4.3,.,3,-5,.,0.8,.,-18,-6
CC(c1nccs1)N(C)C(=O)c1ccc(OC2CCN(CCc3ccccc3)CC2)cc1 (stereo unspecified),1.1,-0.6,41,30,-2,-3,1.4,-1,1,-1
CC(C)(C)c1cc(NCCCn2ccnc2)n2ncc(-c3ccccc3)c2n1,0.4,-0.4,33,5,-6&-7,7,1.7,-3,20,.

Next section.
SMILES	PfHsp40 rescue	Vc quorum ag	DUSP3 inh	Yp Topo-I inh	SSB-PriA inh	Rv3671c protease	TcdB GH inh	SARS 3CLpro inh	MazF activator	Anthrax LF prot
COCCNC(=O)[C@H](C)[C@H]1C[C@]1(C)[C@H](NC(=O)OCc1ccccc1)c1ccccc1	0.3	0.4	9	-4	8	-10	1.6	-1	-2	0
CCn1nccc1C(=O)Nc1ccc(C(=O)OC(C)C)cc1	0.4	-1.2	-8	8	2	-5	0.3	-1	-1	-1
CC1(C(=O)NS(=O)(=O)c2ccccc2)CCN1C(=O)CCc1ccccc1 (stereo unspecified)	.	i	.	2	.	.	2.3	.	.	-5
O=C1N/C(=C/c2cccs2)C(=O)N1Cc1ccc(F)cc1	0.3	-0.2	30	-2	-5	-4	0.2	-1	0	1
O=C(CCc1nnc(-c2ccsc2)o1)N1CCCCC1CCn1ccnc1 (stereo unspecified)	0.8	-0.4	16	7	-6	14	0.8	-2	-2	-8
Cc1noc(C)c1CSCC(=O)N(CC(C)C)c1c(N)n(Cc2ccccc2)c(=O)[nH]c1=O	-0.6	i	.	2	-11	7	2.2	.	-6	-4
O=C(Nc1ccncc1)C1CCN(S(=O)(=O)c2cccs2)CC1	0.7	-1.6	26	-15	-5	0	1.2	-2	4	-3
O=C(O)CC1Sc2nc3ccccc3n2C1=O (stereo unspecified)	0.7	i	11	4	-15	0	.	4	2	-15
O=C(NC1CCCCC1)c1ccc([N+](=O)[O-])cc1	0.0	-2.9	.	5	-8	.	2.4	.	8	2
Cc1cccc(C)c1N1C(=O)C(Cl)=C(N2CCCC2)C1=O	-1.3	-1.7	39	14	-90	7	0.7	3	-5	1
CCC(C)N(C(=O)CSc1nc(-c2ccccc2)cs1)C1CCS(=O)(=O)C1 (stereo unspecified)	2.2	1.2	10	13	-25	2	.	0	-1	-3
CCOC(=O)N1CCC(Nc2c(NCCCN(C)Cc3ccccc3)c(=O)c2=O)CC1	1.0	-0.2	12	1	-14	8	0.8	-4	-1	-3
CSc1ccccc1OCc1cc(C(=O)N2CCN(C)C(c3ccccc3)C2)no1 (stereo unspecified)	78*	-0.2	10	34	-12	-5	1.6	-1	5	-3
COc1ccc(-c2ccc3c(c2)S(=O)(=O)c2cccc(C(=O)N4CCN(c5ccccn5)CC4)c2C3=O)cc1OC	.	-0.4	.	27	.	.	-0.2	.	-2	-9
CCCn1nnc(NC(=O)c2ccc3c(c2)OCO3)n1	2.5	-0.7	1	1	-7	-6	0.6	-1	2	-22
COc1ccc(CCCC(=O)N/N=C/c2ccc(C)cc2)cc1	1.9	-0.3	9	24	.	5	0.6	2	-2	-3

Screening results (PubChem BioAssay)

Only part of the results is shown, so the mix of outcomes need not match the whole.
